p53null 39C tox: p53 null cell cytotoxicity, nonpermissive temperature; H1299 p53-null (neo) cells, 39C, ATPlite viability, 24 h; Potency, µM (titrated, usually from 46.1 µM), without a hit: at the highest dose activity, negative = cell killing, hits mostly cytotoxic; 0.97% of 55,000 active; AID 904;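 further: potency means the concentration at half of the fitted maximal effect; 0% = DMSO only and -100% = full killing by 100 µM tamoxifen; nearly all actives have a fitted effect of over 50% in size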
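ATP-luminescence viability readout (ATPlite, 20 min RT) after 24 hr compound treatment at 39C of H1299-neo or H1299-p53A138V cells; titration up to 46 uM; normalized to DMSO and 100 uM tamoxifen; Hill-fit AC50.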
PTAP-TSG101 blk: TSG101-PTAP interaction inhibition, HIV-1 budding | Q99816 | Fluorescence polarization, FITC-PTAP peptide/Tsg101, 20 min | Potency, µM (titrated, usually from 115 µM), for inactives: at the top dose activity change, negative = inhibition, usual class: inhibitors | 44,000 tested, under 10 active | AID 1347069; further: potency means the concentration at half of the fitted maximal effect; 0% is about no effect
Target sequence (Q99816 whole entry, looked up): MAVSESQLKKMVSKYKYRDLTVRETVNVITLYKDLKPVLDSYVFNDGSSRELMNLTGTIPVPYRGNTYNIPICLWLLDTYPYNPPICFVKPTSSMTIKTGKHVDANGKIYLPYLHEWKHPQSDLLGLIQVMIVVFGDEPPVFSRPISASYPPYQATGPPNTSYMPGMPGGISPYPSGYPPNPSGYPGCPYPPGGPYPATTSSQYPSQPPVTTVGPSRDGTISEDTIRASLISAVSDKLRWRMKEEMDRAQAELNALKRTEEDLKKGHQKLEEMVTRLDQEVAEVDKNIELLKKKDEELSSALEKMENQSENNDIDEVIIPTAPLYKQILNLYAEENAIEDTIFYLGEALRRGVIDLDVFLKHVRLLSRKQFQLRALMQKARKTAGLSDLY
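Fluorescence polarization binding of Tsg101 binding domain (10 uM final) to FITC-labeled PTAP-motif peptide (50 nM final) in HEPES pH 7.5/NaCl/Tween 20/EDTA/TCEP buffer; 20 min at r.t. Actives by curve class, <25 µM, efficacy <60% inhibition.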
p53null 32C tox: kills p53 null cells at the permissive temperature | H1299-neo p53 null cells, ATP luminescence, 24 h, 32C | 0.62% of 55,000 active | Potency, µM (highest dose often 46.1 µM), for inactives: at the top dose activity change, negative = cytotoxicity, most hits filed as cytotoxic;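 further: potency means the concentration at half of the fitted maximal effect; 0% = DMSO only and -100% = full killing by 100 µM tamoxifen; nearly all actives have a fitted effect of over 55% in size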
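ATP-content luminescence in p53-null H1299-neo cells after 24 h compound exposure (up to 46 uM) at 32C permissive temperature; 0% and 100% killing set by DMSO and 100 uM tamoxifen; Hill-equation AC50.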
NTMT1 inhibitor: NTMT1 methyltransferase inhibition. Q9BV86. NTMT1 MTase-Glo SAH luminescence, purified enzyme. Potency, µM (titrated, usually from 114 µM), for inactives: at the top dose activity change, negative = inhibition, actives largely listed as inhibitors. 2.5% of 59,000 active. AID 1645870;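 further: potency means the concentration at half of the fitted maximal effect; plate controls were DMSO vehicle for no effect and no enzyme for full effect; nearly all actives have a fitted effect of over 65% in size; many of its hits are not listed in these tables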
Target sequence (Q9BV86 whole entry, looked up): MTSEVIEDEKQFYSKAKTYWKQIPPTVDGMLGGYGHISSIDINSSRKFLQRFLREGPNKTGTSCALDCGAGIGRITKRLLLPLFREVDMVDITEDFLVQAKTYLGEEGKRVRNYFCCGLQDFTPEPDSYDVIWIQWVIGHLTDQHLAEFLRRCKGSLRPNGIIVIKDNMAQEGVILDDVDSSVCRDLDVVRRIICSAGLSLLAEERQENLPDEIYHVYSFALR
FH mod: Identification of activators of human fumarate hydratase by quantitative high-throughput screening; AID 1347055, 2019; Potency, µM (series often up to 79.9 µM), without a hit: top-dose activity change, negative = inhibition, usual class: inhibitors; 0.22% of 54,000 active; FH coupled MDH/diaphorase resazurin fluorescence, 15 min; Fumarate hydratase, mitochondrial (Homo sapiens), P07954; further: potency means the concentration at half of the fitted maximal effect; on the % scale 0 is the no-effect control and ±100 the full control effect; the screen sought activators but most active calls are inhibition curves; nearly all actives have a fitted effect of over 45% in size
GALK inhibitor: inhibits human galactokinase; recombinant GALK, Kinase-Glo ATP luminescence, 1 h; Potency, µM (highest dose often 57.5 µM), for the others: at the highest dose activity, negative = inhibition, hits mostly inhibitors; 44,000 tested, under 10 active; AID 1347072; P51570;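 further: plate controls were full GALK reaction for no effect and reaction lacking GALK for full effect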
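Human GALK (5 nM) was incubated with 35 uM ATP and 100 uM galactose in 20 mM HEPES pH 8.0 with MgCl2, NaCl, DTT and BSA for 1 h at room temperature. Remaining ATP was measured by Kinase-Glo Plus luminescence.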
B2AR arrestin ag: ADRB2 beta-arrestin recruitment; Potency, µM (series often up to 46.1 µM), without a hit: top-dose activation, most hits filed as activators; HTLA Tango cells, beta-arrestin recruitment, luciferase luminescence, 18 h; 44,000 tested, under 10 active; P07550;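 further: potency means the concentration at half of the fitted maximal effect; 0% = DMSO and full agonism = EC100 isoproterenol or metaproterenol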
Target sequence (P07550 whole entry, looked up): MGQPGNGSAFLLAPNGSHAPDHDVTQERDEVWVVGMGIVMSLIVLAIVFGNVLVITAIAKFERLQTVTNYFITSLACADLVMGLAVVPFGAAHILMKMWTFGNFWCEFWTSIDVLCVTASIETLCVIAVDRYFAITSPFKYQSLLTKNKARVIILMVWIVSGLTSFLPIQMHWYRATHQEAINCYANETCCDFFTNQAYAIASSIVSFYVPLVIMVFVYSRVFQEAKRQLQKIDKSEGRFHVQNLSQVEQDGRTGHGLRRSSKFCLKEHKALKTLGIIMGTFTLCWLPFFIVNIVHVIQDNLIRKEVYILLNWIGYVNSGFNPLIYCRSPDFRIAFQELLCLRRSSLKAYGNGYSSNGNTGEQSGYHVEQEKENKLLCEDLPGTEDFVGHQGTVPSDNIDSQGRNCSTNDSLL
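Receptor–beta-arrestin recruitment read by tTA-responsive luciferase: compound titrations (up to 46 µM) incubated 18 h with Tango cells, then luminescent substrate 15 min at room temperature. Concentration-response fits classified by r2, efficacy and activity.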
Active calls of the source: *; ? = inconclusive; nt = no result given; [ ] = another dose, or the depositor's remark. The call rests on the fitted dose curve; in most records, active means well fitted curve in the direction sought with a large enough effect; inconclusive means small, poorly fitted or top-dose-only effect, or another doubt; inactive means no such curve, though single readings can be large; an effect the other way counts as inactive or inconclusive. Only part of the results is shown. The share of hits here may be higher or lower than overall.

The line under a structure holds: p53null 39C tox	PTAP-TSG101 blk	p53null 32C tox	NTMT1 inhibitor	FH mod	GALK inhibitor	B2AR arrestin ag
> Cc1cccc(CNC(=O)Cn2ccc3cc(S(=O)(=O)N4CCCC4)ccc32)c1
→ 20.3%	-0.2%	1.0%	10.3%	-4.5%	3.7%	-0.4%
> O=S(=O)(c1ccc(Br)cc1)N1CCn2cccc2C1c1ccc(Br)cc1 (configuration not stated)
→ 3.4%	-0.2%	0.2%	-4.0%	-5.5%	-2.2%	-3.5%
> COc1ccc(-c2noc(C(C)NC(=O)c3ccco3)n2)cc1 (configuration not stated)
→ -13.1%	-1.7%	5.7%	10.6%	5.3%	-1.2%	-2.3%
> COc1cc(C(CC(=O)Nc2cc(C)ccc2C)N2Cc3ccccc3C2=O)cc(OC)c1OC (configuration not stated)
→ 7.9%	-0.8%	-6.2%	-0.2%	2.0%	0.4%	0.6%
> Cc1c(Cl)cccc1NC(c1ccc(F)cc1)c1nnc(-c2ccccc2)o1 (configuration not stated)
→ 21.6%	-0.7%	0.4%	1.8%	-42.2%	?	1.5%
> Cn1cc(S(=O)(=O)c2ccc(Cl)cc2)c(=O)c2cc(F)c(N3CCOCC3)cc21
→ -16.8%	3.2%	-2.0%	11.3%	-1.5%	-1.4%	-0.2%
> Cc1ccc(NC(=O)CN(c2ccc(C)cc2)S(=O)(=O)c2cccc3nonc23)cc1
→ -6.4%	-1.4%	17.2%	13.8%	-20.4%	0.0%	0.4%
> CCOc1ccc(NC(=O)Cn2c(=O)n(Cc3ccco3)c(=O)c3ccc(C(=O)NC4CCCC4)cc32)cc1
→ -4.1%	0.2%	6.6%	10.0%	6.9%	0.7%	1.0%
> Cc1ccc(-n2nc3c(=O)n(CC(=O)NCc4ccco4)nc(C)c3c2C)cc1
→ -15.7%	-0.7%	12.4%	3.6%	-2.9%	1.2%	-0.9%
> CC1CCc2c(sc(NC(=O)Cn3nnc(-c4ccc(C(F)(F)F)cc4)n3)c2C#N)C1 (configuration not stated)
→ -9.1%	0.3%	3.0%[9.22 µM]	15.0%	-8.1%	6.7%	-0.4%
> CCn1c2ccccc2c2cc(NC(=O)COc3cc(C)ccc3C)ccc21
→ ?	-4.0%	-12.2%	6.4%	-26.1%	-0.5%	0.4%
> Cc1ccccc1OC(=O)CSc1nnc(-c2cccs2)o1
→ -6.8%	-1.4%	-9.1%	2.3%	-5.0%	-10.5%	-3.4%
> COc1ccc(-c2nc(Cn3c(SCc4ccccc4F)nc4ccncc43)c(C)o2)cc1OC
→ ?	-1.2%	-13.3%	13.8%	-23.4%	6.8%	-1.1%
> COc1ccc(OC)c(NC(=O)Cn2nc3c(cc2=O)CCCC3)c1
→ 24.3%	-0.8%	0.7%	?	-0.4%	-0.1%	1.0%
> COc1cc(Cl)c(C)cc1NC(=O)CSc1nc2c(c(=O)[nH]1)CCCC2
→ -12.2%	0.0%	-0.4%	-1.9%	?	-1.5%	-2.1%
> O=C(Cn1c(-c2cccs2)cc2ccccc21)N1CCN(c2ccc(F)cc2)CC1
→ -2.8%	-1.9%	-3.5%	3.8%	-13.5%	3.9%	1.1%
> CCc1ccccc1N(CC)C(=O)c1cc2c(s1)-c1ccccc1OC2
→ 8.0%	-0.4%	4.4%	-16.8%	-12.5%	-10.1%	-0.8%
> COc1ccc(NC(=O)CSc2n[nH]c(-c3ccccc3)n2)cc1Cl
→ -6.4%	0.7%	7.1%	-18.7%	?	-0.4%	0.6%
> Cc1c(C(=O)N2CCCCCC2)c(S(=O)(=O)N(Cc2ccccc2)C(C)(C)C)c(C)n1C
→ -19.9%	-2.1%	3.3%	1.8%	-20.0%	-0.1%	0.5%
> Cc1c(NC(=O)Nc2ccccc2C(F)(F)F)sc2nc3n(c(=O)c12)CCC(C)CC3 (configuration not stated)
→ -23.1%	-7.2%	-1.7%	nt	nt	7.2%	1.0%
> Cc1ccc2c(=O)cc(C(=O)Nc3sc4c(c3C(N)=O)CCCC4)oc2c1
→ 10.5%	-0.4%	4.2%	14.0%	-1.0%	8.0%	-0.1%
> CCCNC(=O)c1c(NC(=O)c2ccccc2)sc2c1CCC(C(C)(C)C)C2 (configuration not stated)
→ 13.9%	0.7%	-7.6%	-3.0%	?	1.0%	-2.1%
> CCOc1ccc(CC(=O)NCCc2csc3nc(-c4ccccc4F)nn23)cc1
→ 4.2%	0.0%	-4.7%	-4.4%	-12.1%	-0.3%	2.0%
> COc1ccc(CNc2ncnc3c2c(-c2ccccc2)cn3-c2ccccc2)cc1
→ 40.9%[activator]	1.3%	8.9%	13.1%	-5.7%	-1.3%	-3.4%
> CCOC(=O)c1ccc(NC2(c3ccccc3)C(=O)c3ccccc3C2=O)cc1
→ -6.7%	1.9%	17.1%	10.9%	-19.0%	2.2%	-0.6%
> CCc1ccccc1NC(=O)CSc1nncn2c1cc1oc(C)cc12
→ -6.3%	0.0%	0.8%	-9.4%	-3.7%	-6.5%	0.0%
> CCN1CCSc2ccc(C(=O)NCc3ccc(OC(C)C)cc3)cc21
→ 14.6%	1.2%	1.2%	-2.0%	-8.7%	1.3%	0.3%
> Cc1cc(OCC(=O)NCCc2nc3ccccc3[nH]2)cc(C)c1Cl
→ -17.8%	-0.6%	-9.3%	-12.8%	2.0%	1.2%	0.1%
> COc1ccc(CNC(=O)Cn2c(=O)oc3cc(S(=O)(=O)N4CCCCCC4)ccc32)cc1
→ 25.9%	-3.2%	-20.9%	1.0%	-21.2%	2.3%	-0.6%
> O=C1CN(C(=O)c2cccc(Br)c2)C(c2ccccc2)c2cc(Cl)ccc2N1 (configuration not stated)
→ 72.1%[activator]	-9.4%	17.1%	0.0%	-25.0%	1.3%	-1.0%
> CCOCCCNC(=O)C1CCN(c2nc3ccc(C)cc3[nH]2)CC1
→ 8.5%	-1.3%	-11.8%	-2.4%	4.2%	1.0%	0.5%
> CCOc1ccc(NC(=O)c2cc(CN3CCCC3)on2)cc1
→ -7.3%	2.1%	-6.9%	12.5%	2.6%	-0.2%	0.2%
> O=C(Cn1c(=O)oc2cc(S(=O)(=O)N3CCCC3)ccc21)Nc1ccc(F)cc1F
→ -12.3%	-4.6%	-1.2%	3.8%	-3.2%	-0.8%	-3.8%
> O=C(c1ccco1)N1CCN(C(=O)c2cnn(-c3cccc(F)c3)c2C2CCNCC2)CC1
→ -18.5%	-7.3%	-6.4%	6.7%	4.6%	-0.8%	0.6%
> COc1ccc(Nc2ccc3cc(S(=O)(=O)N4CCCC4)ccc3n2)cc1Cl
→ 6.0%	-4.0%	6.9%	5.4%	-25.7%	0.1%	0.7%
> CC(=O)c1ccc(S(=O)(=O)N2CCC(Oc3ccc(-n4cnnn4)cc3)CC2)cc1
→ -11.9%	1.6%	-5.0%	15.0%	9.0%	0.1%	-1.3%
> CCOc1ccc(CNC(=O)CSc2c3c(nc4cc(Cl)ccc24)CCCC3)cc1
→ -5.1%	4.1%	0.3%	4.0%	?	5.3%	0.8%
> COc1ccc(N2CCN(C(=O)C(C)n3nc(C)c4sc5ccccc5c4c3=O)CC2)cc1 (configuration not stated)
→ 12.6µM*	3.6%	-20.3%	-14.8%	-20.3%	3.0%	-2.3%
> CCOc1ccc(CCNC(=O)CCSCc2cccc(Cl)c2)cc1OCC
→ 1.1%	-5.6%	-12.5%	11.5%	-11.9%	1.0%	2.8%
> COc1ccc(CNC(=O)Cn2nnc(-c3ccc(C(F)(F)F)cc3)n2)cc1
→ 32.9%[activator]	0.0%	3.7%	-9.9%	-4.6%	1.0%	1.5%
> O=C(CN1C(=O)CCc2cc(S(=O)(=O)N3CCOCC3)ccc21)Nc1cccc(C(F)(F)F)c1
→ -1.5%	0.8%	-1.0%	-10.1%	-3.2%	2.2%	0.0%
> Cc1ccc(CNC(=O)c2ccc(CS(=O)Cc3cccc(Cl)c3)o2)cc1 (configuration not stated)
→ -5.3%	-3.5%	-0.3%	2.7%	4.4%	4.6%	-0.6%
> CCCCc1ccc(NC(=O)Cn2nnc3sc4c(c3c2=O)CCC(C)C4)cc1 (configuration not stated)
→ -1.7%	46.0%[activator]	-2.7%	-3.6%	-12.3%	2.5%	0.4%
> COCCCNC(=O)CSc1nc2cc3c(cc2c(=O)n1CCCCCC(=O)NCc1ccc2c(c1)OCO2)OCO3
→ 12.0%	-7.4%	1.3%	-6.1%	23.6%	-0.3%	-1.5%
> Cc1[nH]c2ccccc2c1C1(O)C(=O)Nc2ccc(Cl)cc21 (configuration not stated)
→ -12.2%	-5.4%	14.6%	-2.0%	-4.0%	-15.6%	0.1%
> Cc1c(CCNC(=O)Cc2ccccc2)sc2nc(-c3ccc(F)cc3)nn12
→ 12.1%	1.9%	-10.2%	-8.8%	1.2%	1.6%	-3.1%
> CCC1CCCCN1C(=O)CSc1nc(-c2ccc(OC)cc2)cc(C(F)(F)F)n1 (configuration not stated)
→ 20.1%	-5.4%	18.0%	-1.1%	-21.9%	4.6%	-0.3%
> COc1cc(-c2nc(Cn3nnc(C(=O)Nc4ccc(C)cc4C)c3C)c(C)o2)cc(OC)c1OC
→ -19.4%	-2.3%	-4.4%	-20.0%	6.8%	5.6%	-2.0%
> CCC(=O)Nc1ccc(-c2nnc3c4ccccc4c(C)nn23)cc1
→ -13.5%	-2.3%	1.8%	16.8%	-26.5%	5.8%	0.5%

Entries shown so far with a CF3 group, in the order listed:
The line under a structure holds: p53null 39C tox	PTAP-TSG101 blk	p53null 32C tox	NTMT1 inhibitor	FH mod	GALK inhibitor	B2AR arrestin ag
> CC1CCc2c(sc(NC(=O)Cn3nnc(-c4ccc(C(F)(F)F)cc4)n3)c2C#N)C1 (configuration not stated)
→ -9.1%	0.3%	3.0%[9.22 µM]	15.0%	-8.1%	6.7%	-0.4%
> Cc1c(NC(=O)Nc2ccccc2C(F)(F)F)sc2nc3n(c(=O)c12)CCC(C)CC3 (configuration not stated)
→ -23.1%	-7.2%	-1.7%	nt	nt	7.2%	1.0%
> COc1ccc(CNC(=O)Cn2nnc(-c3ccc(C(F)(F)F)cc3)n2)cc1
→ 32.9%[activator]	0.0%	3.7%	-9.9%	-4.6%	1.0%	1.5%
> O=C(CN1C(=O)CCc2cc(S(=O)(=O)N3CCOCC3)ccc21)Nc1cccc(C(F)(F)F)c1
→ -1.5%	0.8%	-1.0%	-10.1%	-3.2%	2.2%	0.0%
> CCC1CCCCN1C(=O)CSc1nc(-c2ccc(OC)cc2)cc(C(F)(F)F)n1 (configuration not stated)
→ 20.1%	-5.4%	18.0%	-1.1%	-21.9%	4.6%	-0.3%

Bioassay records deposited in PubChem by National Center for Advancing Translational Sciences (NCATS).
